# Bioassay records as filed in PubChem BioAssay.
# Rab2A wt mod = changes GTP binding to wildtype dog Rab2A, up or down; GST-Rab2 wt beads, Bodipy-GTP binding, flow cytometry; GTP binding activity, % at 10 µM; hit rate 0.19% among 190,000; AID 760;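 active = GTP binding activity at least 20 points away from 100%, either lowered or raised; inconclusive = signal likely due to the compound's own green fluorescence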;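 also: 0% = beads with excess unlabeled GTP and 100% = no-compound control corrected for plate trend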
# Cdc42 wt = modulators (inhibitors or activators) of GTP binding to human Cdc42 wildtype | P60953 | GST-Cdc42 beads, Bodipy-GTP binding, flow cytometry; actives lie on both sides | percent activity (GTP binding), % at 10 µM | hit rate 0.2% among 190,000;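 active = percent activity GTP binding at least 20 points away from the 100% baseline, either down as inhibitor or up as activator; inconclusive = compound flagged as likely green fluorescent from well-wide comparison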;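 also: median bead fluorescence of bound Bodipy-FL-GTP at 100 nM; 0% = excess unlabeled GTP control and 100% = no compound control; below 100% means less GTP binding so inhibitor and above means activator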
# Target sequence (P60953 whole entry, looked up): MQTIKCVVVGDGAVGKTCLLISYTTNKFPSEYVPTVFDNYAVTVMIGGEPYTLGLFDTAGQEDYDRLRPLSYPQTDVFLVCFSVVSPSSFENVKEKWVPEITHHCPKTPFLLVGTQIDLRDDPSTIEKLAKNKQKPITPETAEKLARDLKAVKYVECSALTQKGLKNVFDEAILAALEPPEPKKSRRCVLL
# Bim-Bcl-2 = disrupts Bim peptide binding to human Bcl-2. Bead-based flow cytometry, Bim peptide-Bcl-2 binding. inhibition, % at 10 µM. hit rate 0.06% among 190,000. AID 950; in the data active = inhibition above about 40%; inconclusive = no clear call, values can overlap the other calls;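 also: 0% = no compound wells with probe peptide and 100% = reference peptide inhibitor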
# Target sequence (P10415 whole entry, looked up): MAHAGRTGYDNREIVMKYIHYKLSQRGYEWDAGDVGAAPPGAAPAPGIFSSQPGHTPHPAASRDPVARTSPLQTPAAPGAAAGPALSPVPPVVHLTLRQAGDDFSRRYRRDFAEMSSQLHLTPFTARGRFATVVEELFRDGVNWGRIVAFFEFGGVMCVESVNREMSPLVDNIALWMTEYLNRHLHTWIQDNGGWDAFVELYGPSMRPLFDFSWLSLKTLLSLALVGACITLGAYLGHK
# Bim-Bcl-B = human Bim-Bcl-B interaction inhibition; Q9HD36; bead-based flow cytometry, Bim peptide-Bcl-B binding; inhibition, % at 10 µM; hit rate 0.073% among 190,000; AID 951;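 also: 0% = tracer peptide without compound and 100% = reference inhibitor peptide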
# Bim-Bcl-XL = disrupts Bim peptide binding to human Bcl-XL. Q07817. bead flow cytometry, fluorescence. inhibition, % at 10 µM. hit rate 0.04% among 190,000. AID 1007
# Rab7 wt modul = alters GTP binding to wildtype dog Rab7. GTP binding activity (percent of control), % at 10 µM. hit rate 0.055% among 190,000. AID 758. GST-Rab7 beads, fluorescent GTP binding, flow cytometry; actives lie on both sides; untreated = 100%, excess cold GTP = 0%;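 active = fluorescent GTP binding to Rab7 beads changed by at least 20 points from the 100% baseline, either direction, mostly lower; inconclusive = compound itself probably fluorescent, or too few beads counted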;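 also: median green fluorescence of bound Bodipy-FL-GTP per Rab7 bead population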
# HRas wt GTP bind = changes GTP binding to wildtype human HRas | P01112 | GST-Ras wt beads, Bodipy-FL-GTP binding, flow cytometry; actives lie on both sides | GTP binding activity, % at 10 µM | hit rate 0.14% among 190,000 | AID 759;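 active = GTP binding activity at least 20% away from the 100% baseline, either lowered as inhibitor or raised as activator; inconclusive = flagged as likely green fluorescent, judged across all proteins in the well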;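 also: 0% = unlabeled GTP competition control and 100% = no-compound control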
# Target sequence (P01112 whole entry, looked up): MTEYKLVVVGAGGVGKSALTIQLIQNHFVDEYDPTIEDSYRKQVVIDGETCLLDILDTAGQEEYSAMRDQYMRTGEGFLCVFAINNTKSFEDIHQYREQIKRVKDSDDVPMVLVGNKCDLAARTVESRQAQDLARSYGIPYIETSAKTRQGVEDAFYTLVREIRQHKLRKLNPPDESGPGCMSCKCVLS
# Bfl-1 Bim block = inhibitors of Bim-Bfl-1 interaction, human; hit rate 0.12% among 190,000; Bead-based flow cytometry, Bim-Bfl-1 binding inhibition; AID 1008; inhibition, % at 10 µM;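 also: 0% = wells without compound plus tracer and 100% = blocker peptide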
# Bcl-W Bim block = disrupts Bim peptide binding to human Bcl-W. Q92843. bead-based flow cytometry. inhibition, % at 10 µM. hit rate 0.02% among 190,000. AID 952;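 also: 0% = bound tracer without compound and 100% = peptide blocker; higher means less fluorescent Bim peptide bound to Bcl-W beads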
# Target sequence (Q92843 whole entry, looked up): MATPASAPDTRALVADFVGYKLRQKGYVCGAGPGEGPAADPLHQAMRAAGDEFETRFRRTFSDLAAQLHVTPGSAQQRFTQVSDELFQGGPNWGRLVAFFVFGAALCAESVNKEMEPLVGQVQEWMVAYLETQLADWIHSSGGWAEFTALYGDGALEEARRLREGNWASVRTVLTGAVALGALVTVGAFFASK
# Rac1 mut GTP = alters GTP binding to activated mutant human Rac1 | P63000 | GST-Rac1 activated beads, fluorescent GTP binding, flow cytometry; actives lie on both sides; 100% means binding = to untreated wells | percent activity (GTP binding), % at 10 µM | hit rate 0.11% among 190,000 | AID 764;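 active = GTP binding at least 20 percentage points away from the 100% baseline, in either direction, so actives lie on both sides; inconclusive = Compound likely fluorescent itself, or too few beads counted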
# Rac1 wt GTP bind = modulators of human Rac1 wildtype GTP binding. GST-Rac1 beads, fluorescent GTP binding, flow cytometry; actives lie on both sides; 0 = cold GTP competed, 100 = untreated. hit rate 0.27% among 190,000. GTP binding activity (% of control), % at 10 µM. P63000. AID 757;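 active = GTP binding activity at least 20 points away from the 100% control level, either lower or higher; inconclusive = compound flagged as likely green fluorescent, judged across all proteins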
# The depositor's hits bear a star; ? = inconclusive. Rule as the data show it, unless noted: active = inhibition above about 40%.
SMILES,Rab2A wt mod,Cdc42 wt,Bim-Bcl-2,Bim-Bcl-B,Bim-Bcl-XL,Rab7 wt modul,HRas wt GTP bind,Bfl-1 Bim block,Bcl-W Bim block,Rac1 mut GTP,Rac1 wt GTP bind
CC(=O)Nc1ccc(NC(=O)c2sc3nc4c(c(-c5ccc(C)cc5)c3c2N)CCC4)cc1,99,99,-5,-4,-2,97,98,-3,3,99,102
NC(=S)Nc1cccc2cnccc12,90,92,0,-7,-4,93,93,-1,-6,94,93
CCOc1ccc(N=c2oc3cc(O)ccc3cc2C(=O)NCC2CCCO2)cc1 (stereo not given),100,103,-9,-7,-4,100,98,-12,-1,100,105
COc1ccc(N2CCN(CCNC(=O)c3nnc(Cc4c(F)cccc4Cl)o3)CC2)cc1,104,103,-4,-6,-2,99,103,-5,-6,99,101
CCc1ccc(Nc2nnc(SCC(=O)NCCN3C(=O)CSC3=O)s2)cc1,101,101,-4,-3,-6,102,101,-9,0,102,101
Cc1cc(=O)[nH]c(N/N=C/c2ccc(C)o2)n1,?,?,0,0,3,?,?,1,-1,?,?
Cc1nn(Cc2ccc(F)cc2)c(C)c1NC(=O)c1noc2c1CCc1ccccc1-2,97,99,-9,-8,0,95,97,-6,0,98,96
Nc1nc(SCc2ccc(Br)cc2)[nH]c(=O)c1-c1ccccc1,95,93,-6,-4,-1,97,95,-4,-4,94,96
Cc1ccc(-n2c(N)c(C(=O)N3CCN(C)CC3)sc2=S)cc1,105,104,-8,-45,-13,103,104,8,-4,99,104
COc1ccc(CCC(=O)Nc2ccc(Br)cn2)cc1,99,101,-12,-11,-8,100,100,-17,-2,99,105
O=C(Nc1ccccc1)c1cc2ccccc2[nH]1,101,100,-1,-9,-7,101,101,-2,-5,99,100
COc1ccc(/C=C2\C(=O)ON=C2c2cccc([N+](=O)[O-])c2)cc1,99,99,0,5,-3,104,99,15,-3,97,99
COc1ccc(-c2nc(N)n(S(=O)(=O)c3ccc(C)cc3)n2)cc1,96,96,-4,-3,-1,93,97,-7,-1,95,96
Cc1ccc(C(=O)CCC2CCCCC2=O)cc1 (stereo not given),102,103,3,0,0,101,103,-3,-2,98,101
Cc1c(NC(=O)CN2CCCC(C)C2)ccc2nsnc12 (stereo not given),106,101,1,-6,-1,105,100,-5,-2,98,106
Cc1ccc(-c2ccc(CCC(=O)O)n2Cc2ccco2)cc1,97,98,3,-1,-1,95,99,0,-1,94,96
CCNC(=O)CSc1nc2cc([N+](=O)[O-])ccc2n1-c1cccc(C(F)(F)F)c1,101,102,-6,-15,-8,102,100,-13,-8,98,103
Cc1ccc(C(NC(=O)N2CCCC2)C(Cl)(Cl)Cl)cc1F (stereo not given),95,99,-1,-2,-2,95,96,-5,-3,97,99
O=C1c2ccccc2NC2(CCCCC2)N1N=C1CCCCC1,101,103,-6,-7,-4,104,101,-6,-4,101,105
CC1CCN(C(=O)Cn2c(=O)oc3ccccc32)CC1,103,106,0,-4,-3,104,103,-16,2,103,111
CCN(C(=O)c1ccc(C)c(Br)c1)c1ccccc1,97,98,-2,-2,0,93,96,-5,-1,97,96
CN(C)C(=O)CSc1cnc2ccccc2n1,104,106,0,0,1,103,103,-3,1,98,106
COc1ccc(/C=C(/C#N)C(=O)NC2CCCCC2)cc1Br,97,97,-4,-7,0,96,99,-9,0,99,101
O=C(c1noc2c1CCCC2)N1CCc2c([nH]c3ccccc23)C1c1ccccn1 (stereo not given),95,90,-2,-1,0,95,91,4,4,94,92
N#C/C(=C\c1cccn1-c1ccccc1)C(=O)NC1CCCCC1,99,98,-5,-8,-8,97,100,-12,-1,99,102
COC(=O)c1nnn(-c2nonc2N)c1CSc1nc2ccccc2o1,98,100,-8,-8,-5,100,101,-16,0,99,104
CC(C)OC(=O)C(C(=O)C(F)(F)F)c1cc(NS(=O)(=O)c2ccc3ccccc3c2)c2ccccc2c1O (stereo not given),85,95,-2,-3,-2,92,87,-2,-1,89,86
Cc1nnc(SCC2=C(C(=O)O)N3C(=O)[C@@H](NC(=O)Cn4cnnn4)[C@H]3SC2)s1,98,100,0,-12,-7,97,95,-2,-1,96,101
Cc1cccc(OCC(=O)N(C)CCc2ccccn2)c1,102,104,0,0,1,104,102,-2,1,100,104
CCOC(=O)COc1c(Br)cc(C2NC(=O)NC(C)=C2C(C)=O)cc1OC (stereo not given),99,98,0,0,-7,101,97,-1,-2,100,99
CN(c1cccc(NC(=O)c2ccc(Cl)c(S(=O)(=O)Nc3ccccc3)c2)c1)S(C)(=O)=O,97,102,-12,-16,-11,100,99,-15,-4,96,103
COc1ccc(CNC(=O)c2csc(Cc3ccc(Cl)cc3)n2)cc1,98,99,-6,-10,-4,103,101,-12,4,94,104
CCOC(=O)N1CCN(c2c(-c3ccccc3)c3cc(Cl)ccc3[nH]c2=O)CC1,101,101,-10,-8,-9,100,100,-13,-1,97,103
COc1ccc(CNC(N)=O)cc1OC,102,100,-4,-7,-8,104,102,-11,4,97,94
CCC(=O)NC(Nc1ncc(C)s1)(C(=O)OC)C(F)(F)F (stereo not given),99,103,-5,-14,-9,100,101,-8,-14,100,106
CCOc1ccc2nc(NC(=O)c3ccc(OCC4CCCO4)cc3)sc2c1 (stereo not given),95,99,-4,-2,-2,96,97,-4,-2,100,104
CCCCN(CCCC)S(=O)(=O)c1ccc(NC(=O)Cc2cccs2)cc1,101,97,-4,-3,1,99,98,1,-2,98,102
COC(=O)Nc1nn(-c2ccc(OC)cc2)c(=O)c(C#N)c1C,102,106,-1,1,0,105,102,-1,0,97,105
COc1ccc([N+](=O)[O-])cc1NC(=O)Cc1ccccc1Cl,96,99,1,-6,-3,102,99,0,0,98,102
Cc1ccc(S(=O)(=O)CCSc2nc(C)cc(C)c2C#N)cc1,101,104,-18,-10,-13,98,100,-14,-4,99,102

# Single entries from the results shown:
# CCN(C(=O)c1ccc(C)c(Br)c1)c1ccccc1 in Bim-Bcl-XL has 0
# CCCCN(CCCC)S(=O)(=O)c1ccc(NC(=O)Cc2cccs2)cc1 in Rac1 wt GTP bind has 102

# The listing continues.
SMILES,Rab2A wt mod,Cdc42 wt,Bim-Bcl-2,Bim-Bcl-B,Bim-Bcl-XL,Rab7 wt modul,HRas wt GTP bind,Bfl-1 Bim block,Bcl-W Bim block,Rac1 mut GTP,Rac1 wt GTP bind
Cn1cc(CNCc2ccccc2OCC(O)CN2CCc3ccccc3C2)cn1 (stereo not given),100,93,-2,2,0,102,93,2,1,96,96
COc1ccc(CCN(C(=O)COc2ccccc2)c2nc(-c3ccccc3)cs2)cc1OC,96,99,-10,-8,-20,98,97,-13,0,96,99
N=C1C(c2nc3ccccc3s2)=C(O)CN1c1ccccc1,98,96,-1,-1,-1,102,98,-4,-2,96,104
O=C(Nc1ccc(Cl)cc1)N1CCSc2ccccc21,99,101,2,-3,0,97,100,-6,3,99,103
CC1CCCCC1NC(=O)Cn1cnc2ccccc2c1=O (stereo not given),99,103,-2,-2,0,103,103,-1,-1,98,106
COC(=O)c1nc(-c2ccccc2)oc1N1CCOCC1,98,99,-1,0,0,102,97,-2,2,95,102
CC(=O)c1ccc(NC(=O)c2ccc(S(=O)(=O)N3CCCC3)cc2)cc1,105,108,-4,-4,-2,103,103,-13,0,101,110
NNC(=O)c1sccc1OCc1ccc(Cl)cc1Cl,94,92,1,2,3,101,93,-2,2,92,98
CCOC(=O)C1=C(C)NC(=O)NC1c1ccc(F)cc1 (stereo not given),100,105,-2,-7,-2,103,99,-2,-5,99,107
Cc1c[n+]([O-])n(-c2ccc(C(=O)O)cc2)n1,102,104,1,0,0,101,100,-2,-2,99,100
COc1cccc(CSc2nnc(-c3ccco3)n2C)c1,100,103,0,0,1,100,101,0,1,100,104
CCC(C)(C)n1nnnc1C(c1cc2cc(C)ccc2[nH]c1=O)N1CCCC1 (stereo not given),99,100,4,5,12,100,101,0,6,98,100
Cn1c(COc2ccc(Br)cc2)nnc1SC1CCc2ccccc2C1=O (stereo not given),95,98,-6,-11,-7,98,98,1,-5,97,102
Cc1nn(C)cc1CNC(=O)c1cccc(F)c1,102,106,-5,-7,-7,102,102,-7,-6,102,105
O=C(CSc1nc2ccccc2o1)N1CCCC1,101,102,-6,-7,-11,103,105,-11,0,96,107
CCCC1C2C(=O)N(c3ccccc3OC)C(=O)C2ON1c1ccccc1 (stereo not given),103,104,0,1,2,101,102,-3,-1,98,100
CCOC(=O)N1CCC(NC(=O)c2ccc3c(c2)sc2nc(-c4cccc(OC)c4)cn23)CC1,98,104,-14,-26,-19,97,101,-24,-12,102,107
CCOCCn1c(CN2CCN(c3cccc(Cl)c3)CC2)nc2c1c(=O)n(C)c(=O)n2C,101,102,-7,-8,-3,102,102,-12,3,96,104
NC(=O)COC(=O)c1ccc(Cl)c(S(=O)(=O)N2CCN(c3ccc(F)cc3)CC2)c1,95,93,-1,-4,1,99,95,-1,3,95,93
O=C(N/N=C\c1ccc(-c2cccc(Cl)c2)o1)C(=O)NC1CCCC1,98,97,2,1,3,101,95,1,3,93,99
Cc1[nH]nc2c1C(c1ccc(-c3ccccc3C#N)o1)C(C#N)=C(N)O2 (stereo not given),94,95,-3,-5,0,96,96,-6,-1,94,97
COc1cccc(/C=N/NC(=O)C(=O)Nc2ccccc2OC(F)(F)C(F)F)c1,100,104,-6,0,-2,99,101,-5,0,100,105
Cc1ccccc1-n1cc(C(=O)c2cc(Cl)ccc2O)cc(C#N)c1=O,100,99,-2,-3,-6,98,99,0,-1,93,102
CC1CC(c2ccccc2)n2nc(N3C(=O)c4ccccc4C3=O)nc2N1 (stereo not given),99,100,-15,-9,-7,100,100,-13,-3,98,102
COC(=O)C(C)Sc1nc2c(c(=O)n(C)c(=O)n2C)n1Cc1cccc(C)c1 (stereo not given),103,105,-10,-12,-7,104,102,-14,-2,101,106
O=C(CN1CCN(c2nc(-c3ccc(F)cc3)cs2)CC1)NCc1ccc2c(c1)OCO2,94,95,-10,-7,-9,98,100,-10,2,92,101
Cc1cc(NC(=O)c2ccc(N3CCCC3)c([N+](=O)[O-])c2)no1,101,101,0,1,5,97,99,1,3,98,101
COc1ccc(-c2noc(CN(C)Cc3ccc(C)o3)n2)cc1,99,97,-7,-2,-2,108,97,-6,0,95,97
COc1ccc(-n2nc(C(=O)NCC(=O)NCC3COc4ccccc4O3)c3ccccc3c2=O)cc1 (stereo not given),96,94,-1,-3,-1,95,96,-1,0,95,96
